# Screens: PubChem, National Center for Advancing Translational Sciences (NCATS)
# TrxR1 inh: inhibitors of rat thioredoxin reductase 1. Potency, µM (titrated, usually from 114 µM), inactives show at the top dose activity change, negative = inhibition, usual class: inhibitors. AID 588453. O89049. recombinant rTrxR1, NADPH fluorescence consumption, selenite substrate. hit rate 1% among 390,000; also: potency is read from the fitted curve at half-maximal effect; % is scaled to controls: 0 for no effect and ±100 for the full control effect; nearly all actives have a fitted effect of over 65% in size
# Target sequence (O89049 whole entry, looked up): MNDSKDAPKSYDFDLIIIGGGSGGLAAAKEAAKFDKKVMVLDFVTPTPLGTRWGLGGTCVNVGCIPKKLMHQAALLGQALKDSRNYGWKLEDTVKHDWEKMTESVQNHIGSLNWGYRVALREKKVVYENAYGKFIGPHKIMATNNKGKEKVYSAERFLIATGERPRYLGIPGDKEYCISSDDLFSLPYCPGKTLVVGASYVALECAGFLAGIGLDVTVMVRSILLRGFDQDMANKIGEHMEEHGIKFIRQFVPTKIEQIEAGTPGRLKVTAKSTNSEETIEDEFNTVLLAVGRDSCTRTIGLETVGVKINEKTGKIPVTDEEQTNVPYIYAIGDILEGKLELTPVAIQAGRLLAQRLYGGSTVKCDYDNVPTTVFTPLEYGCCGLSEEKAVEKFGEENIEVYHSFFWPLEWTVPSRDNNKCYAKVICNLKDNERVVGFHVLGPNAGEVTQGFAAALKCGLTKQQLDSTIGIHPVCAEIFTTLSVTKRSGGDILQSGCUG
#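 Rat TrxR1 (90 nM in the dispensed reagent) was pre-reduced with 400 uM NADPH for 5 min at room temperature, then incubated with compound for 15 min. After 400 uM selenite was added, NADPH fluorescence (Ex 340/Em 450 nm) was followed for 8 min.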
# TRHR enhancer: allosteric enhancers of human TRH receptor | hit rate 0.66% among 360,000 | TRHR cells, fluo-8 calcium fluorescence, EC20 TRH enhancement | AID 493056 | enhancement, % at 2 µM | P34981; in the data active = enhancement above about 30%; also: 0% is about no effect
#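 TRHR-expressing cells loaded with fluo-8 calcium dye were read kinetically (ex 480/em 530) during compound addition, then stimulated with an EC20 of TRH (10 nM final). Enhancement of the Gq-mediated intracellular calcium response was scored.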
# USP1 inh: inhibitors of human USP1/UAF1 deubiquitinase; O94782; recombinant USP1/UAF1, Ub-Rhodamine cleavage fluorescence; Potency, µM (highest dose often 57.1 µM), for the others: at the highest dose activity change, negative = inhibition, usual class: inhibitors; hit rate 0.23% among 390,000; also: potency is read from the fitted curve at half-maximal effect; % is scaled to controls: 0 for no effect and ±100 for the full control effect; nearly all actives have a fitted effect of over 60% in size; inactives centre near -12
#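 In this screen, compounds sit with the deubiquitinase complex (1nM) for 15 min at room temperature before Ub-Rho is added at 150nM final. Fluorescence rise is then followed for 6 reads every 60 seconds.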
# TrxR1 substrate: is turned over as a substrate by rat TrxR1; Potency, µM (titrated, usually from 114 µM), without a hit: at the highest dose activity change, negative = substrate turnover; hit rate 0.01% among 390,000; purified TrxR1 substrate turnover, NADPH consumption readout; also: potency is read from the fitted curve at half-maximal effect; % is scaled to controls: 0 for no effect and ±100 for the full control effect; nearly all actives have a fitted effect of over 50% in size
#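 Rat TrxR1, dispensed at 90 nM, was prereduced with 400 uM NADPH (final) for 5 min at ~22 deg C, then incubated with compound 15 min before 400 uM selenite. A first-read NADPH fluorescence drop versus no-compound background flagged substrates.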
# TRHR ag: agonists of human TRH receptor. hit rate 0.18% among 360,000. activation, % at 2 µM. TRHR cells, calcium flux fluo-8, FDSS agonist mode; in the data active = activation above about 30%; also: 0% is about no effect
#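 In this calcium-flux screen, cells bearing human TRHR are dye-loaded with fluo-8, baselined for 10 cycles, then exposed to library compounds; positive kinetic calcium responses during the agonist phase mark hits, with TRH as control.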
# D2 ag: D2 dopamine receptor (human) agonism; activation, % at 2 µM; HEK293 T-REx D2 cells, calcium flux agonist mode; AID 485358; hit rate 0.53% among 340,000; P14416;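 active = activation over 3 SD above normal in the single-dose calcium agonist read, cut at about 30% in these data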; also: 0% is about no effect
#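 Agonism scored from kinetic calcium signal (1 read/sec, 180 s) following compound pin transfer, after a 10 s baseline. Cells: HEK293 Trex line expressing inducible D2 receptor coupled to calcium, dye-loaded after overnight culture at 30 C.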
# mIDH1 inhibitor: human IDH1 R132H inhibition | IDH1-R132H enzyme, NADPH consumption, diaphorase/resazurin fluorescence | hit rate 0.093% among 390,000 | Potency, µM (doses to about 76.6 µM), without a hit: at the top dose activity change, negative = inhibition, hits mostly inhibitors | O75874 | AID 602179; also: potency is read from the fitted curve at half-maximal effect; % is scaled to controls: 0 for no effect and ±100 for the full control effect; nearly all actives have a fitted effect of over 65% in size
# Target sequence (O75874 whole entry R132H, stated change not applied): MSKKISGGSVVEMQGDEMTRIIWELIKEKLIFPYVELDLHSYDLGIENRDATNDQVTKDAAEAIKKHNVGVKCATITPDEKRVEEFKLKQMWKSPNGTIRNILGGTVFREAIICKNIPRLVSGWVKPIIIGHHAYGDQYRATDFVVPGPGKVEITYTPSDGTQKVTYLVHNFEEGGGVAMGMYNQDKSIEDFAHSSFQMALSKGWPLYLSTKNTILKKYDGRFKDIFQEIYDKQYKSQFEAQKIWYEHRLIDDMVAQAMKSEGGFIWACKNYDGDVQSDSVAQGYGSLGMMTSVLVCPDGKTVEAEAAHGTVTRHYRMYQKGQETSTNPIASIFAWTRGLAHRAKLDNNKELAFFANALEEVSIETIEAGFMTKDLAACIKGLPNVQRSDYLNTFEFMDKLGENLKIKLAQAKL
#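 IDH1-R132H (0.5 ug/mL) preincubated 30 min with compound, then NADPH (0.016 mM) and alpha-KG (2 mM) added; 80 min at RT, pH 7.5. Remaining NADPH coupled via diaphorase/resazurin to fluorescence (540/590 nm); concentration-response curves normalized to no-enzyme control.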
# D2 antag: antagonizes the human D2 dopamine receptor. P14416. HEK293 TREx D2 cells, calcium flux, dopamine EC80. inhibition, % at 10 µM. hit rate 2% among 340,000; in the data active = inhibition above about 30%; also: 0% is about no effect
#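 Measurement of antagonist activity uses fluorescent calcium dye in inducible HEK293 T-REx D2 cells: 10 s baseline, compound addition with 180 s read, EC80 dopamine addition with a further 180 s read.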
# PI4K2A inh: inhibitors of human PI4K2A; Q9BTU6; purified PI4K2A, ADP-Glo luminescence, 1 h; hits give low values; activity change, negative = inhibition, % at 76.9 µM; hit rate 0.13% among 420,000; AID 1346378; in the data active = activity change below about -50%; inconclusive = mostly about -30% to -49%;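 also: -100% = wells without enzyme as full effect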
#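 PI4K2A activity was measured by ADP-Glo luminescence: enzyme (4 ug/mL stock) and phosphatidylinositol (1.2 mM stock) in Tris pH 7.5/MgCl2/EGTA/Triton X-100 buffer were reacted with ATP (300 microM stock) for one hour at ambient temperature.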
# An asterisk follows results filed as active; ? = inconclusive; nt = no result given; & = joins results of further samples; [ ] = dose if it differs, or a comment. Unless noted, calls follow the shape of the dose curve; as a rule, active = well fitted inhibition curve with a large enough effect; inconclusive = small, poorly fitted or top-dose-only effect; inactive = no such curve, though single readings can be large or run the other way.
SMILES,TrxR1 inh,TRHR enhancer,USP1 inh,TrxR1 substrate,TRHR ag,D2 ag,mIDH1 inhibitor,D2 antag,PI4K2A inh
CCOC(=O)CSC1=NC(=O)/C(=C/c2ccc(OC)cc2)S1,16µM*,0,-14%,-13%,0.6,0.9,52µM*,-12,1
CSc1ccc(C2c3[nH]c4ccccc4c3CCN2C(=O)c2ccnn2C)cc1 (stereo unspecified),20%,-3,-7%,-4%,1.2,-0.1,-9%,-29,2
CCOc1ccc(S(=O)(=O)Nc2cc(OC)c(OC)cc2C(=O)O)cc1,11%,-1,-6%,25%,0.5,-0.3,-3%,-15,-1
C=CCN1C(=O)CSC1=Nc1cccc(O)c1,10%,-3,-16%,-3%,0.3,-0.1,-3%,9,3
Cc1ccc(CC(=O)Nc2cccc(C)n2)cc1,-5%,-8,1%,-2%,-0.1,0.8,2%,2,-7
c1ccc(Cn2nnc3c(NCCN4CCOCC4)ncnc32)cc1,11%[57.1 µM],17,11%,1%[57.1 µM],0.0,nt,-2%,nt,7
CCOC(=O)C(C)Sc1cc(CS(=O)(=O)c2ccccc2)nc(-c2ccccc2)n1 (stereo unspecified),6%[57.1 µM],-5,-20%,1%[57.1 µM],-0.1,0.2,2%,6,-5
CCOC(=O)C1CCN(Cc2cccc(Oc3ccccc3)c2)CC1,12%,4,-25%,-3%,-0.4,nt,-1%,nt,1
CCC(C(=O)Nc1ccc2c(c1)OCCO2)n1nnc2ccccc2c1=O (stereo unspecified),13%,15,-16%,3%,0.3,0.0,-12%,9,-23
COc1ccccc1C(=O)N(NC(=O)Oc1ccccc1)C(C)(C)C,-7%[57.1 µM],0,-3%,-2%[57.1 µM],0.0,0.8,4%,0,0
COc1ccc(-c2cn(Cc3cccc(OC)c3)nn2)cc1,8%&13%,10,-27%,1%&0%,-0.7,-1.8,4%,7,-2
O=C(CSCc1c[nH]c(=O)[nH]c1=O)OCC(=O)c1ccc(Br)cc1,4%,2,-7%,-1%,0.0,nt,0%,nt,0
Cc1cc(C)nc(N2CCN(S(=O)(=O)c3ccc(F)cc3)CC2)n1,17%,-5,-25%,9%,0.1,0.6,-2%,7,1
CC(C)Cc1ccc(C(C)C(=O)OCC(=O)c2c[nH]c3ccccc23)cc1 (stereo unspecified),36%,-3,-12%,1%,8.2,5.2,1%,-22,-1
Cc1ccc(NC(=O)CC2Sc3ccccc3NC2=O)c(Br)c1 (stereo unspecified),-10%,0,-10%,-10%,-0.9,-2.1,14%,nt,-3
CCN(CC)CCNC(=O)c1ccc(CSc2nc3ccncc3n2Cc2cccc(F)c2)cc1,-5%,-1,5%,1%,1.1,-0.4,0%,nt,0
Cc1[nH]nc(C(=O)NN=Cc2ccccc2Cl)c1N=NN(C)C,-22%,nt,-15%,-17%,nt,nt,0%,nt,-28
Cc1nc(-c2cc(-c3nc(-c4ccc(C(C)(C)C)cc4)no3)no2)cs1,13%,-6,-12%,-9%,-0.1,-1.0,5%,-8,-2
C=CCn1c2ccccc2c2nnc(SCN3C(=O)c4ccccc4C3=O)nc21,55%,1,-5%,22%,0.1,0.8,6%,0,-10
CSc1ncc(Cl)c(C(=O)Nc2c(C(=O)c3ccc(C)cc3)oc3ccccc23)n1,22%,0,-7%,0%,0.2,nt,-18%,nt,-7
CCOc1ccc2ccccc2c1/C=N/NC(=O)CNC(=O)Cc1ccccc1,19%,3,-3%,32%,-1.0,-0.6,28%,-13,-5
O=C(Nc1ccccc1C(=O)Nc1nnc(C(F)(F)F)s1)c1ccccc1Cl,8%[11.4 µM],-9,-3%,7%[11.4 µM],2.0,9.5,18%,11,7
OC(CCCN1CCCCC1)(c1ccccc1)c1ccccc1,28%,4,-2%,6%,0.5,1.3,-2%,80*,-2&-1
CCc1nnc(NC(=O)NC(C)(C)C)s1,3%,1,-19%,-1%,-1.2,0.3,6%,-14,3
O=c1c2ccccc2ncn1C1CCCCC1,-8%,1,0%,-7%,0.0,0.4,-7%,-3,-3
COc1ccc(CCNC(=O)C2CC(c3cccc(F)c3)=NO2)cc1 (stereo unspecified),27%,-5,-16%,-5%[57.1 µM],-0.6,-0.1,-10%,7,1
COc1cccc(-n2nnnc2SCC(=O)NCc2ccco2)c1,5%[57.1 µM],-1,-14%,8%,-0.8,1.1,11%,2,4
COCCn1cnc2c1c(=O)n(CC(=O)OCC#N)c(=O)n2Cc1ccccc1,8%,13,-10%,3%,0.8,-4.5,-1%,-16,3
CC(C)C[C@H](NC(=O)c1cc2cc(Cl)ccc2n1C)C(=O)N1CCC[C@H]1C(=O)O,-13%,7,-22%,16%,0.3,0.4,8%,-3,-1
CCN1C(=O)N(C)C(N(O)C(=O)NC)C1(C)C (stereo unspecified),12%,-1,-20%,14%[57.1 µM],0.2,0.1,-3%,-6,-4

# Full records as entered above.
# COc1cccc(-n2nnnc2SCC(=O)NCc2ccco2)c1 in the list: TrxR1 inh = 5%[57.1 µM]; TRHR enhancer = -1; USP1 inh = -14%; TrxR1 substrate = 8%; TRHR ag = -0.8; D2 ag = 1.1; mIDH1 inhibitor = 11%; D2 antag = 2; PI4K2A inh = 4
# CCc1nnc(NC(=O)NC(C)(C)C)s1 in the list: TrxR1 inh = 3%; TRHR enhancer = 1; USP1 inh = -19%; TrxR1 substrate = -1%; TRHR ag = -1.2; D2 ag = 0.3; mIDH1 inhibitor = 6%; D2 antag = -14; PI4K2A inh = 3

# Other compounds.
SMILES,TrxR1 inh,TRHR enhancer,USP1 inh,TrxR1 substrate,TRHR ag,D2 ag,mIDH1 inhibitor,D2 antag,PI4K2A inh
CCC(=O)Nc1sc2c(c1C(=O)Nc1ccccc1C)CCC(C)C2 (stereo unspecified),14%[57.1 µM],-5,-8%,5%[57.1 µM],0.2,0.0,0%,nt,-1
CC(C)N(C(=O)Nc1ccc2nsnc2c1)C(C)C,-1%,-9,6.3µM*,0%,1.4,53*,13%,-1,-68*
CCc1ccc2ncc(S(=O)(=O)c3ccc(Cl)cc3)c(N3CCN(CC)CC3)c2c1,-2%,15,-10%,-5%,0.3,-0.4,-20%,nt,0
CN(C)c1nc(Cl)cc(N2CCOCC2)n1,-13%,-4,10%,4%[57.1 µM],-0.6,0.6,-2%,4,3
COc1ccc(-c2cc(C(=O)Nc3c(C(=O)c4ccc(C)cc4)oc4ccccc34)no2)cc1,22%,-2,-7%,7%,-0.5,2.2,8%,nt,-3
CC(C)C12CN3CC(C(C)C)(CN(C1)C3(C)C)C2=O,9%[57.1 µM],-7,-23%,4%[57.1 µM],0.0,-0.1,9%,-1,-3
O=c1cnnc(NCc2ccccc2)[nH]1,7%,7,-1%,-1%,1.6,-0.4,-2%,22,5
Cc1ccccc1-c1oc(C)c(C)[n+]1[O-],-7%[57.1 µM],-1,2%,5%[57.1 µM],0.1,0.8,1%,-14,3
CC1(O)c2ccccc2C(=O)N1CCc1ccccc1F (stereo unspecified),-10%,-5,-24%,-2%,0.0,0.3,5%,3,1
O=C(N/N=C/c1cccs1)c1n[nH]c2c1CCC2,-17%,1,-17%,-9%,-0.3,0.5,1%,7,-6
c1ccc(C(NCCNC(c2ccccc2)c2ccccc2)c2ccccc2)cc1,9%[57.1 µM],8,-15%,2%[57.1 µM],1.1,nt,4%,nt,2&3
O=C(Nc1nccs1)c1cncc(Br)c1,1%[57.1 µM],4,0%,4%[57.1 µM],0.0,0.0,-1%,12,-5
COc1ccc(N=C2C(=Nc3ccc(OC)cc3)N(c3ccc(OC)cc3)C(=S)N2c2ccccc2)cc1,-11%,-3,1%,-5%,-0.6,1.8,2%,-9,-1
CC(C)c1ccc(S(=O)(=O)NC2CCCC2)cc1,-8%,-3,-5%,-5%,-0.8,0.0,0%,3,-6
CN(NC(=O)c1ccccc1)c1ncc(C(F)(F)F)cc1Cl,10%[57.1 µM],-3,-14%,-2%[57.1 µM],0.5,0.1,-5%,-1,5
CC[C@@H](NC(=O)Cn1cc(C)c(=O)[nH]c1=O)c1ccccc1,10%,nt,?,-1%,nt,nt,-8%,nt,-3
CN1C(=O)c2ccccc2Sc2ccc(NC(=O)N3CCN(c4ccccc4)CC3)cc21,-33%,0,-8%,0%,-0.8,nt,-14%,nt,4
CCc1nnc(NC(=O)CSc2nnc(-c3c[nH]c4ccccc34)n2C)s1,1%,-1,-11%,-3%,-0.2,-0.4,1%,-20,4
COC(=O)c1ccc(NC(=O)c2c(NCc3ccc(OC)c(OC)c3)sc3c2CCCC3)cc1,-22%[57.1 µM],-2,-24%,-6%[57.1 µM],0.5,-0.1,-13%,nt,-7
O=c1[nH]cnc2cc(-c3ccccc3)sc12,-3%,-3,-15%,2%,0.5,0.9,2%,-7,-6
COCCNC(=O)c1cc(C)ccc1C,22%[57.1 µM],5,-19%,11%,0.8,-0.1,2%,6,-1
Cc1cc(C)cc(NC(=O)C2CCCN(c3nc(C)cc(C)n3)C2)c1 (stereo unspecified),29%,6,-13%,-1%,-0.2,0.6,12%,-13,-2
O=C(NCC1CCCO1)/C(=C/c1ccccc1)NC(=O)c1ccccc1 (stereo unspecified),17%,-2,-10%,1%,0.7,-0.4,5%,-14,1
O=C(COc1coc(CN2CCc3ccccc3C2)cc1=O)Nc1ccc(F)cc1F,2%[57.1 µM],0,-9%,-3%[57.1 µM],-0.1,0.1,-3%,9,2
COc1ccc2[nH]c(C)c(CCNS(=O)(=O)c3cc(F)ccc3OC)c2c1,3%,-1,11%,-4%,0.7,0.0,2%,nt,-5
COc1ccc(S(=O)(=O)N2CCOCC2)cc1NC(=O)COc1ncnc2ccccc12,-10%,-1,5%,-9%,-0.4,1.9,-1%,2,-5
